Screening results: PubChem, National Center for Advancing Translational Sciences (NCATS)
Luc counter = counter-screen: inhibitors of Kinase-Glo firefly luciferase | Kinase-Glo luciferase, ATP luminescence, 8 min | Potency, µM (top dose mostly 38.3 µM), without a hit: at the highest dose activity change, negative = inhibition, hits mostly inhibitors | 200,000 compounds, 0.28% hits | AID 1379; further: potency means the concentration at half of the fitted maximal effect; on the % scale 0 is the no-effect control and ±100 the full control effect; nearly all actives have a fitted effect of over 60% in size
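Luminescence was the read-out, taken after 8-minute incubation at ambient temperature. Luciferase turned over luciferin with 10 uM ATP in imidazole pH 7.2 buffer containing KCl, MgCl2, Tween 20 and BSA.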
Epigenetic derep = epigenetic control regulation, reporter derepression. AID 1865. Potency, µM (series often up to 53.9 µM), for inactives: at the top dose GFP activation, hits mostly activators. 280,000 compounds, 0.2% hits. murine LDR cells, GFP reporter derepression, 30 h; further: potency means the concentration at half of the fitted maximal effect; % of control where 0% means no effect; nearly all actives have a fitted effect of over 60% in size
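Readout is the number of GFP-expressing murine LDR cells, counted by cytometry following washing. Cells were treated with compound for 30 h at 37 C; the stably integrated CMV-GFP locus is normally silent.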
L3MBTL1 inh = inhibitors of human L3MBTL1. Q9Y468. AlphaScreen L3MBTL1–H3K9me1 peptide binding. Potency, µM (highest dose often 57.1 µM), for inactives: at the top dose activity, negative = inhibition, hits mostly inhibitors. 230,000 compounds, 0.66% hits. AID 485360; further: potency means the concentration at half of the fitted maximal effect; on the % scale 0 is the no-effect control and ±100 the full control effect; nearly all actives have a fitted effect of over 60% in size
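First, the protein-peptide complex forms for 30 min at room temperature (L3MBTL1 50 nM, biotinylated H3K9me1 peptide 75 nM). Next, compounds are pin-transferred and incubated 30 min. Finally, AlphaScreen beads are added and read after 30 min.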
CBFb RUNX1 block = CBF-beta/RUNX1 interaction disruption. Potency, µM (titrated, usually from 59.8 µM), for inactives: at the top dose activity, negative = inhibition, usual class: inhibitors. AlphaScreen CBFb-His/RUNX1-biotin binding, biochemical. 230,000 tested, under 10 active; further: % of control where 0% means no effect
Target sequence (Q01196 whole entry, looked up): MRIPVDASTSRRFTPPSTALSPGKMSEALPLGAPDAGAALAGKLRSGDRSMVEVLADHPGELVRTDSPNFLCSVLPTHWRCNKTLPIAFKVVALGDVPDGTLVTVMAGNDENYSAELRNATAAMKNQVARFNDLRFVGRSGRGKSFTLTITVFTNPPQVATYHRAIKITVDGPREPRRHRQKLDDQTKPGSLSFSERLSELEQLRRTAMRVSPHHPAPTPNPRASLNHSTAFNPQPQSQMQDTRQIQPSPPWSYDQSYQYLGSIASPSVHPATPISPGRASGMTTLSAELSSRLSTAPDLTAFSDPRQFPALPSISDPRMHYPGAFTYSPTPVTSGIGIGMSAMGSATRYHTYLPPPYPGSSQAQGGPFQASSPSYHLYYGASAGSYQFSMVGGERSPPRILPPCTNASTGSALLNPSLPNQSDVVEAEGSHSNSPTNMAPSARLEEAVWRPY
Target sequence (Q13951 whole entry, looked up): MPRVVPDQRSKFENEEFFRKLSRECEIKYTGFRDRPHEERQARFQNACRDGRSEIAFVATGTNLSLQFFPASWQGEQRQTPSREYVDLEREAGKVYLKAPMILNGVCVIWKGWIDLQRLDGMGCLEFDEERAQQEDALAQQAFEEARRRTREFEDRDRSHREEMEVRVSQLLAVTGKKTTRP
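Interaction loss through any mechanism counts as activity. Pre-formed complex of His-CBF-beta and biotin-RUNX1 (30 nM apiece) is incubated with compound 15 min, then with 50 ng nickel and 50 ng streptavidin beads for 90 min before AlphaScreen detection.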
NPSR antag = neuropeptide S receptor (human) antagonism, cAMP | Q6W5P4 | CHO-NPSR cells, cAMP TR-FRET, antagonist mode | Potency, µM (highest dose often 38.3 µM), without a hit: at the top dose activity change, negative = inhibition, most hits filed as inhibitors | 220,000 compounds, 1% hits | AID 1461; further: potency means the concentration at half of the fitted maximal effect; on the % scale 0 is the no-effect control and ±100 the full control effect; nearly all actives have a fitted effect of over 50% in size; many of its hits are not listed in these tables
Target sequence (Q6W5P4 whole entry, looked up): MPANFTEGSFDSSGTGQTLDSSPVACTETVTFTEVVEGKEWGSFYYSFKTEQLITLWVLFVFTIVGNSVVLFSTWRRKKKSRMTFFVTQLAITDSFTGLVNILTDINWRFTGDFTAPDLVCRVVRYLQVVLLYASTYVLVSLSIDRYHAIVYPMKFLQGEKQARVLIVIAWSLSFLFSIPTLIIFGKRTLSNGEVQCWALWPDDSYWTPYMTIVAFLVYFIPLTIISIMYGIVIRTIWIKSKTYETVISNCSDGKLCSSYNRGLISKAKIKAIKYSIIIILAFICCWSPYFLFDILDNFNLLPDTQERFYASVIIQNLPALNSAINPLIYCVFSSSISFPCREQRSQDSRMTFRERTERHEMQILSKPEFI
HTT aggregate = mutant huntingtin aggregation inhibition. Potency, µM (highest dose often 46.1 µM), without a hit: top-dose activity change, negative = inhibition, actives largely listed as inhibitors. PC12 HttQ103-GFP aggregates, Acumen cytometry, 40 h. AID 1688. 220,000 compounds, 1.1% hits; further: potency means the concentration at half of the fitted maximal effect; on the % scale 0 is the no-effect control and ±100 the full control effect; nearly all actives have a fitted effect of over 60% in size
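PC12 cells stably carrying ecdysone-inducible HTT exon 1 Q103–GFP were induced with tebufenozide (100 nM final) and treated with library compounds in titration. GFP aggregates in lysates were counted by laser scanning cytometry.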
IMPase Li cell = membrane-permeable IMPase blocker, potentiated with lithium; AID 1457; 210,000 compounds, 0.35% hits; CHO-M1 cells, IP1 TR-FRET (IP-One), carbachol + lithium; Potency, µM (highest dose often 59.4 µM), inactives show top-dose activity, negative = IMPase inhibition, usual class: inhibitors;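 further: IP1 builds up when IMPase is blocked and the TR-FRET signal falls; potency means the concentration at half of the fitted maximal effect; plate controls were basal vehicle for no effect and high inhibitor control for full effect; nearly all actives have a fitted effect of over 50% in size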
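IP1 accumulation measured by competitive TR-FRET in lysed CHO-M1 cells after 30 min compound exposure at 37C, with a small lithium addition to potentiate weak responses. Hill-equation AC50 from ratio and donor-channel data.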
Starred values were filed as active, the others as inactive; ? = inconclusive; / = no result given; [ ] = dose if it differs, or a comment. The call rests on the fitted dose curve; in most records, active means well fitted curve in the direction sought with a large enough effect; inconclusive means small, poorly fitted or top-dose-only effect, or another doubt; inactive means no such curve, though single readings can be large; an effect the other way counts as inactive or inconclusive.

The line under a structure holds: IMPase Li cell	CBFb RUNX1 block	HTT aggregate	L3MBTL1 inh	NPSR antag	Luc counter	Epigenetic derep
- CCS(=O)(=O)N1CCCC(C(=O)NC2CCCCC2C)C1 (stereo unspecified)
  6%[38.3 µM]	4%	8%	5%	-4%[46.1 µM]	-2%	-0.9%
- O=C(Cc1ccccc1)NCc1cccnc1
  4%	-1%	3%	/	5%	1%	0.0%
- COc1ccc(C(=O)CSc2n[nH]c(-c3ccncc3)n2)cc1[N+](=O)[O-]
  10%	-15%	8%	2%	2%	3%	0.0%
- O=C(CSCc1c(Cl)cccc1Cl)NN=C1CCCC1
  -19%	-1%	4%	-9%	8%	6%	-4.2%
- O=C(OCCN1CCCCC1)C1(c2ccccc2)CCCC1
  27%	0%	-2%[9.22 µM]	26%	-14%	-1%	0.0%
- O=C(OCc1cccc(F)c1)c1ccc2c(=O)n3c(nc2c1)CCC3
  /	-6%	-22%[9.22 µM]	-1%	-9%[7.67 µM]	/	-1.4%
- Cc1cc(C(=O)NCc2cc(C(=O)O)oc2C)c(C)o1
  22%[38.3 µM]	15%	5%	-16%	5%[46.1 µM]	0%	0.0%
- CCOC(=O)/C(C#N)=C1/SC(C)C(=O)N1c1ccc(Br)cc1 (stereo unspecified)
  -2%[38.3 µM]	-3%	-1%	-9%	-10%[46.1 µM]	-6%	-1.2%
- CC(C)C(NS(=O)(=O)c1ccc2c(c1)OCCCO2)C(=O)O (stereo unspecified)
  -8%	8%	9%	3%	9%	-2%	-3.0%
- CC(C)CCN(C)C1CCN(C(=O)Nc2c(F)cccc2F)CC1
  10%[38.3 µM]	5%	-1%	-4%	9%[46.1 µM]	-3%	0.0%
- CCOC(=O)N1CCC(NC(=O)c2ccc3c(Cl)c4c(nc3c2)CCCC4)CC1
  -11%	0%[2.36 µM]	5%	14%	-2%	-5%	1.1%
- O=C1C2C3C=CC([C@@H]2C(=O)N1c1nccs1)C31CC1 (stereo partly specified)
  5%[38.3 µM]	3%	18%[9.22 µM]	4%	-6%[46.1 µM]	-6%	0.1%
- CC(=O)Nc1ccccc1NC(=O)c1ccc(C)c(C)c1
  0%	4%	12%	-9%[11.4 µM]	1%	-2%	-0.1%
- CSCCC(NC(=O)c1ccco1)C(=O)OCc1cc([N+](=O)[O-])cc2c1OCOC2 (stereo unspecified)
  13%	-2%	-22%	/	-24%	-1%	-4.4%
- CCc1nc2ccccc2c(C(=O)OC2CCCCC2=O)c1C (stereo unspecified)
  3%	-3%	-4%	8%	-14%	2%	3.4%
- CC(C)N(C)NC(=S)Nc1ccccc1
  -10%	-9%	15%	6%	22%	0%	-1.1%
- COc1cccc(OC)c1C(=O)Nc1ccc(NC(=O)c2ccco2)cc1
  12%[38.3 µM]	4%	-1%	-5%	-2%[46.1 µM]	-1%	0.0%
- O=C(C1CCC(=O)N1Cc1ccccc1Cl)N1CCN(c2cccc(Cl)c2)CC1 (stereo unspecified)
  11%[38.3 µM]	4%	11%	-1%	-1%[46.1 µM]	2%	0.1%
- COC(=O)c1ccc(S(=O)(=O)N(Cc2cc3cc4c(cc3[nH]c2=O)OCO4)C2CCCCC2)cc1
  -11%[38.3 µM]	5%	18%	4%	-4%[46.1 µM]	0%	3.1%
- CC(=O)NC1CC(C)(C)N(OC(C)=O)C(C)(C)C1
  19%[38.3 µM]	5%	10%	19%	15%[46.1 µM]	1%	0.0%
- CCCN1C(=O)/C(=C/c2ccc(C)s2)NC1=S
  4%	-2%	5%	-2%	?	0%	0.0%
- Cc1ccc(N=Cc2c(C)[nH]n(-c3ccccc3)c2=O)nc1
  /	-4%	1%[9.22 µM]	-12%	-1%	/	0.1%
- Cc1ncc(CO)c(CN)c1O
  3%	/	22%	/	/	-2%[7.66 µM]	/
- COC(=O)CC(c1ccc(F)cc1)n1c(C)ccc1C (stereo unspecified)
  6%	14%	?	-6%	0%	1%	1.2%
- O=C(CSc1nc2ccccc2n1-c1ccccc1)Nc1ncc(Cl)cc1Cl
  22%	-12%	3%	-9%	-41%	2%	-0.1%
- O=C(COC(=O)[C@@H]1CCCN1C(=O)c1cccs1)NCCc1ccccc1
  14%[38.3 µM]	4%	-14%	/	-6%[46.1 µM]	-1%	5.6%
- C=C1CCC2C(CC2(C)C)C(=C)CC/C1=N/O (stereo unspecified)
  19%	/	/	/	/	2%	3.1%
- CSC1=NC(=O)/C(=C\c2cccc3ccccc23)S1
  5%	/	?	-13%	-40%	-3%	-1.3%
- O=C(O)c1ccccc1N/N=C/c1cc(Br)cc(Br)c1O
  /	-14%	5%[9.22 µM]	-2%	53%	/	0.0%
- Cc1ccccc1NC(=O)OCc1cccnc1Sc1ccc(Cl)cc1
  21%[38.3 µM]	?	3%	26%	-20%[46.1 µM]	0%	1.8%
- CCCCn1nnnc1SCC(=O)NCc1ccco1
  -12%[38.3 µM]	3%	18%	/	-4%[46.1 µM]	-3%	-2.4%
- FC(F)(F)c1nnc2ccc(Sc3ccccn3)nn12
  8%	1%	/	-1%	5%	-5%	3.2%
- COC(=O)CCCC1=CC2=C(c3ccccc3)C(=O)C(C)(OC(=O)C3CCCC3)C(=O)C2=CN1CCN1CCOCC1 (stereo unspecified)
  3%	-4%[13.1 µM]	-40%[9.22 µM]	/	1%	-8%[7.66 µM]	-2.3%
- CC(=O)c1ccc(NC(=O)c2ccn[nH]2)cc1
  3%	14%	-6%	-1%	-1%[46.1 µM]	-28%	0.0%
- O=S(=O)(Cc1ccccc1)Nc1ccc(S(=O)(=O)N2CCCC2)cc1
  /	3%	23%[9.22 µM]	/	-13%	/	-0.4%
- O=C(/C=C/c1ccco1)Oc1ccc(C(=S)N2CCOCC2)cc1
  -3%	-4%	-7%	/	7%	-1%	6.9%
- CSc1nc(Cc2ccccc2)cc(=O)[nH]1
  8%	3%	4%	-2%	0%	1%	1.1%
- CC(=O)Nn1c(C)nnc1-n1nc(C)cc1C
  12%[38.3 µM]	5%	-1%	4%	-1%[46.1 µM]	-2%	0.0%
- COC(=O)CSc1nnc(-c2ccccc2O)n1-c1ccc(C)cc1
  19%[38.3 µM]	5%	17%	-16%	-23%[46.1 µM]	-1%	-0.2%
- COC(=O)CSc1cc(C(F)(F)F)nc(-c2ccccn2)n1
  -14%[38.3 µM]	1%	-7%	7%	-4%[46.1 µM]	1%	0.8%
- COc1ccccc1CCc1nnc(CCC(=O)NC(C)Cn2nc(C)cc2C)o1 (stereo unspecified)
  10%	2%	7%[9.22 µM]	3%	13%	1%	-4.0%
- COc1ccc(/C=C2\SC(=S)N(CCC(=O)NC3=NCCS3)C2=O)cc1OC
  1%	1%	14%	2%	-2%	-3%	13%
- CCCn1c(-c2ccc(OC)cc2)nc2c(=O)n(C)c(=O)[nH]c21
  7%[38.3 µM]	4%	-1%	/	-2%[46.1 µM]	-2%	-1.0%
- CC(=O)c1cc2c(cc1NC(=O)CN1CCN(c3cccc(C(F)(F)F)c3)CC1)OCO2
  -15%	-5%	-22%	?	0%[46.1 µM]	0%	0.0%
- CCc1nc2ccccc2n1CC(=O)N1CCN(S(=O)(=O)c2cccc(C(F)(F)F)c2)CC1
  1%[38.3 µM]	-3%	5%	4%	-4%[46.1 µM]	-3%	2.1%
- S=c1nc[nH]c2c1cnn2-c1ccccc1
  /	9%	-1%[9.22 µM]	17%	50%	/	1.3%
- CC1CCC(C(C)C)C(O)C1 (stereo unspecified)
  -6%	?	5%	/	/	0%[39.9 µM]	2.5%
- CCOc1ccc2nc(NCCNC(=O)C(C)(C)C)c(C)cc2c1
  3%	6%	3%[9.22 µM]	9%	15%	-2%	0.9%
- Cc1cccc(NC(=O)c2ccccc2Br)n1
  -4%[38.3 µM]	-2%	-9%	/	-7%[46.1 µM]	14%	0.1%
- C=C1CCN([C@H](C(=O)NCc2ccco2)C(C)C)S(=O)(=O)c2ccccc21
  /	16%	-6%[9.22 µM]	/	7%	/	1.1%

Three of the entries above in order of their number in HTT aggregate, lowest first:
mol | IMPase Li cell | CBFb RUNX1 block | HTT aggregate | L3MBTL1 inh | NPSR antag
CC(=O)c1cc2c(cc1NC(=O)CN1CCN(c3cccc(C(F)(F)F)c3)CC1)OCO2 | -15% | -5% | -22% | ? | 0%[46.1 µM]
O=C(CSc1nc2ccccc2n1-c1ccccc1)Nc1ncc(Cl)cc1Cl | 22% | -12% | 3% | -9% | -41%
O=C(C1CCC(=O)N1Cc1ccccc1Cl)N1CCN(c2cccc(Cl)c2)CC1 (stereo unspecified) | 11%[38.3 µM] | 4% | 11% | -1% | -1%[46.1 µM]

(list continues)
The line under a structure holds: IMPase Li cell	CBFb RUNX1 block	HTT aggregate	L3MBTL1 inh	NPSR antag	Luc counter	Epigenetic derep
- Cc1ccc(NS(=O)(=O)c2cc(NC(=O)c3ccc4c(c3)NC(=O)CS4)ccc2Cl)c(C)c1
  11%	-21%	?	-9%	-35%	-2%	0.0%
- O=C(c1ccc2ncsc2c1)N1CCN(c2ccc(O)cc2)CC1
  -3%[38.3 µM]	-8%	?	-2%	-9%[46.1 µM]	4%	-1.2%
- CC(C)C(=O)N(c1ccc2oc(=O)sc2c1)S(=O)(=O)c1cccs1
  -12%[38.3 µM]	-23%	/	-6%	-10%[46.1 µM]	-5%	1.1%
- Cc1nnc(SCC(=O)NC(=O)NC(C)(C)C)n1N
  -6%[38.3 µM]	-4%	-10%	7%	?	-4%	-1.2%
- COc1ccc(CN2C(=O)Cc3c2nc(N)c2c(N)nc(N4CCOCC4)c(C#N)c32)cc1
  /	-8%	-10%[9.22 µM]	/	-31%	/	1.1%
- Nc1nc(-c2ccco2)c(-c2ccco2)s1
  -4%[38.3 µM]	-18%	13%	?	-14%[46.1 µM]	-5%	3.8%
- CCN(CC)CCCNC(=O)CSc1nc(-c2ccc(F)cc2)cc(C(F)(F)F)n1
  2%	2%	-30%[9.22 µM]	2%	0%	-1%	2.2%
- CC(C)(C)P(=O)(CO)c1ccccc1 (stereo unspecified)
  -4%[38.3 µM]	2%	4%	-2%	-4%[46.1 µM]	-3%	-4.8%
- CCOc1ccccc1C(=O)N1CCN=C1SCc1cccnc1
  -6%[38.3 µM]	0%	9%	-1%	-6%[46.1 µM]	-6%	-0.2%
- CC(C)(C)c1ccc(C(=O)Nc2ccc(O)c3c(=O)cc(-c4cccc(Cl)c4)oc23)cc1
  /	1%	13%[9.22 µM]	/	0%	/	1.1%
- COc1cc2c(cc1NC(=O)CSc1cccc[n+]1[O-])oc1ccccc12
  5%	1%	?	1%	-10%	3%	1.0%
- COc1ccccc1C1/C(=C(/O)c2ccccc2)C(=O)C(=O)N1CCO (stereo unspecified)
  5%[38.3 µM]	3%	14%	0%	-6%[46.1 µM]	-3%	-1.4%
- COc1ccccc1-c1ccc2ncnc(NCc3cccnc3)c2c1
  3%	/	/	/	/	-1%	-1.1%

Only part of the results is shown, so the mix of outcomes need not match the whole.
